From PubChem
Pf apPOL inh = Pf-apPOL inhibitors, biochemical, fluorescence | inhibition, % at 10 µM | Recombinant Pf-apPOL, molecular beacon fluorescence, 1.5 h | AID 1794808, 2022 | actives 0.25% (n = 210,000)
mHTT CaM bind = mutant huntingtin-calmodulin interaction inhibitors – biochemical, AlphaScreen, primary screen; inhibition, % at 15 µM; P42858; AlphaScreen His-mHTT/GST-CaM binding, luminescence; actives 3.6% (n = 190,000);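 also: 0% = both proteins with DMSO and 100% = one protein alone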
Numbers without * were called inactive; x = not tested or not shown; & = joins results of further samples. Rule as the data show it: active = inhibition above about 50%; inactive = the rest.

smiles,mHTT CaM bind,Pf apPOL inh
O=C(COc1ccc(Cl)cc1Cl)Nc1ccc2c(c1)N(C(=O)c1cccs1)CC2,-11,-1
CC(C)=C1C2C=CC1C1C(=O)N(c3ccc(F)cc3)C(=O)C21 (centres undefined),-2,3
CCCN(CCC)c1c([N+](=O)[O-])cc([N+](=O)[O-])c2cccnc12,80*,-2
CCC(C)C1(c2ccccc2)SC(NC(C)=O)=NN1C(C)=O (centres undefined),-4,-4
O=C(Nc1cccc(Cl)c1)OC1CCCCc2cccnc21 (centres undefined),x,4
CC(C)C[C@@H](CSc1ccccc1)N1CCN(CC(C)C)CCC1=O,-2,-2
Cc1cccc2sc(NC(=O)c3coc(NC(=O)c4cccs4)n3)nc12,99*,-19
CC(C)NC(=O)N1CCCC(c2cccc(C(=O)NCc3ccccc3F)c2)C1 (centres undefined),-6,2
COC(=O)c1scc2c(Sc3nccn3C)cc(C(F)(F)F)nc12,x,-1
COc1cccc(-c2cc(C3CCN(C(=O)c4ccccc4OC)CC3)[nH]n2)c1,23,0
NC(Cc1ccc(OCc2ncc(C(F)(F)F)cc2Cl)cc1)=NOC(=O)c1ccccc1,x,-29
O=C(Nc1ccc(Br)cc1)O[C@@H]1CC[C@@]23CCCN2C(=O)CCC[C@H]3C1,8,-13
Cc1cc(C)nc(NC(=O)c2ccccc2F)c1,-10,-8
O=C(c1cc(-c2ccccc2)n[nH]1)N1CC2CC1CC2NS(=O)(=O)c1ccccc1 (centres undefined),2,0
COc1cc(C(=O)NCCN=C2NS(=O)(=O)c3ccccc32)cc(OC)c1OC,-5,-14
CCC(C)Oc1ccc(C(=O)Nc2ccc(NC(=O)C(C)C)cc2)cc1 (centres undefined),2,-2
O=S(=O)(NCc1cc(F)cc2c1OCOC2)c1ccc(N2CCOCC2)nc1,x,2
COc1cc(C2C(C#N)=C(N)OC3=C2C(=O)CCC3)cc([N+](=O)[O-])c1O (centres undefined),2,-5
COc1ccccc1/C=C1\SC(N2CCCC(C)C2)=NC1=O (centres undefined),18,3
O=C(Cn1[nH]c2c(cnc3ccc(F)cc32)c1=O)Nc1ccccc1F,2,-1
CCOCC(=O)N1CCC(c2nc(CNC(=O)C3CCC3)cs2)CC1,-9,-3
N#C/C(=C\c1ccc(-c2cc(Cl)ccc2Cl)o1)C(=O)Nc1ccccc1C(=O)O,20,-1
Cc1c(N=Cc2cc([N+](=O)[O-])ccc2N2CCCC2)c(=O)n(-c2ccccc2)n1C,6,-2
O=C1CCN(Cc2ccc(Br)cc2)CCN1CCO,-1,1
Cc1cccc(-c2ncc(C(=O)NCc3cccnc3)c(N3CCCC3)n2)c1,17,-9
O=C(C1c2ccccc2Oc2ccccc21)N1CCN(CC(O)c2cccs2)CC1 (centres undefined),-5,-5
CC1CC(C)CN(C(=O)c2ccc([N+](=O)[O-])cc2)C1 (centres undefined),2,5
CC1CCN(c2nccnc2Oc2ccc(C(=O)Nc3ccc4c(c3)OCCO4)cc2)CC1,28,-1
O=c1c(N2CCCC2)c(Cl)cnn1Cc1ccccc1,-25,0
CCC(=O)Nc1cccc(-c2noc(C3CCCN(C(=O)c4ccccn4)C3)n2)c1 (centres undefined),-2,-3

Entries listed so far that contain bromine (2):
smiles,mHTT CaM bind,Pf apPOL inh
O=C(Nc1ccc(Br)cc1)O[C@@H]1CC[C@@]23CCCN2C(=O)CCC[C@H]3C1,8,-13
O=C1CCN(Cc2ccc(Br)cc2)CCN1CCO,-1,1

Other compounds.
smiles,mHTT CaM bind,Pf apPOL inh
COc1ccccc1NC(=O)CSc1nnc(C(F)(F)F)o1,0,-9
Cc1ccc(NC(=O)C2CCC(N3C(=O)C4CCCCC4C3=O)CC2)cc1 (centres undefined),0,-3
CCOc1ccc(-c2cc3n(n2)CCCN(C(=O)c2cc(C)n(C)n2)C3)cc1,26,-5
COc1ccc(C=Nc2ccc(NC(C)=O)cc2)cc1,-3,-2
Cc1ccc([C@H]2C[C@@H](O)[C@H](n3cc(-c4ccc(F)cc4)nn3)CN2C(=O)c2cccs2)cc1,-9,-7
COc1ccccc1NCN1C(=O)C(=O)c2cc(Br)ccc21,11,2
CC(C)(C)OC(=O)COc1ccc2c(-c3cc4ccccc4oc3=O)cc(=O)oc2c1,6,0
CCN(CC)c1ccc2cc(C(N)=O)c(=Nc3cc(F)ccc3F)oc2c1,12,-2
Cc1c(N=C/C=C/c2cccc([N+](=O)[O-])c2)c(=O)n(-c2ccccc2)n1C,0,1
CCCCC(=O)N1C/C=C\C(c2ccc(OC)cc2)N(Cc2ccc(F)cc2)C(=O)[C@@H]1Cc1ccccc1 (some centres undefined),47,0
Cc1ccc(N(CC(=O)O)S(C)(=O)=O)cc1C,-6,-1
COCCCNC(=O)Cc1cn(C)c2ccccc12,-1,1
COc1ccccc1N1CCN(C(=O)Nc2c(-c3c(Cl)cccc3Cl)noc2C)CC1,x,-10
CC(=O)Nc1ccc(Cl)c(-c2nc3ccccc3o2)c1,-6,-1
Cc1ccccc1S(=O)(=O)N1CCN(C2=NC=CN3CC(C)N=C23)CC1 (centres undefined),26,-21
Cc1ccc(NC(=O)NCCC2CCN(S(=O)(=O)c3ccc(F)cc3)CC2)cc1F,23,0
Cc1cccc(NC(=O)c2nnn(-c3cccc(C)c3)c2N)c1,-5,-4
NS(=O)(=O)c1ccc(NC(=O)c2cccs2)cc1,-5,-1
COc1ccc(CNC(=O)c2ccccc2[N+](=O)[O-])cc1,0,-17
O=C(O)Cn1c2ccccc2c2cc(Cl)ccc21,1,-2
COc1cc(C(=O)NCc2ccc(F)cc2)cc(OC)c1OC,-4,2
O=C(CCc1cccc2[nH]ccc12)NCc1cc(F)ccc1F,-2,-2
CCOC(=O)c1cc(CC)sc1NC(=O)c1cccc(C(F)(F)F)c1,x,-12
CC1CCCCN1C(=O)c1cc2nc(-c3ccc([N+](=O)[O-])cc3)cc(C(F)(F)F)n2n1 (centres undefined),2,-3
Cc1ccc(-n2c(SCC(=O)c3cccc([N+](=O)[O-])c3)nc3[nH]ncc3c2=O)cc1Cl,41,-7
Cc1cc(C)c(S(=O)(=O)Nc2cc(C)ccc2C)c(C)c1,-21,-10
CC(C)CNc1cccc2c1S(=O)(=O)N[C@H](CC(C)C)CO2,-5,-1
CC(=O)Nc1nnc(CCS(=O)(=O)c2ccc(C)c(C)c2)s1,1,-6
CC(C(=O)NCc1cccc(Cl)c1)C1CCN(S(=O)(=O)c2cccs2)CC1 (centres undefined),-12,4
O=C(Nc1ccc(F)cc1F)NC1CCCCC1,0,1

A few values from above:
COc1ccccc1N1CCN(C(=O)Nc2c(-c3c(Cl)cccc3Cl)noc2C)CC1 in Pf apPOL inh: -10
Cc1ccc(N(CC(=O)O)S(C)(=O)=O)cc1C in Pf apPOL inh: -1

Reformatted with values under each structure: four of the compounds above
Values in the order – mHTT CaM bind, Pf apPOL inh
> O=C(Cn1[nH]c2c(cnc3ccc(F)cc32)c1=O)Nc1ccccc1F
→ 2, -1
> CCOCC(=O)N1CCC(c2nc(CNC(=O)C3CCC3)cs2)CC1
→ -9, -3
> N#C/C(=C\c1ccc(-c2cc(Cl)ccc2Cl)o1)C(=O)Nc1ccccc1C(=O)O
→ 20, -1
> Cc1c(N=Cc2cc([N+](=O)[O-])ccc2N2CCCC2)c(=O)n(-c2ccccc2)n1C
→ 6, -2

(list continues)
smiles,mHTT CaM bind,Pf apPOL inh
O=C(O)c1nn(C23CC4CC(CC(C4)C2)C3)cc1[N+](=O)[O-],-1,x
COC(CN(C)C(C(=O)NC1CCCC1)c1ccc(Cl)cc1)OC (centres undefined),-3,1
COc1ccc(OC)c(C2C(=O)N(C3CCC(C)CC3)CC(=O)N2Cc2ccc(F)cc2)c1 (centres undefined),23,-9
COc1cc(NS(=O)(=O)c2ccc(NC(=O)c3ccc(OC(C)C)cc3)cc2)nc(OC)n1,9,-11
Cc1ccccc1C(=O)N1CCc2nc3cc[nH]n3c(=O)c2C1,-3,3
COc1cccc(-c2cn3ccn(-c4ccccc4OC)c(=O)c3n2)c1,-1,-6
CCOc1ccc(NC(=O)C2=C(C)NC(=O)NC2c2ccc(N(C)C)cc2)cc1 (centres undefined),14,-2
O=C1Nc2ccccc2C1=Cc1cc2ccccc2n1S(=O)(=O)c1ccccc1,x,-4
O=C(Nc1nnc(COc2ccccc2)o1)c1cc(Cl)sc1Cl,56*,-257
CCn1c(=O)c(-c2nc(-c3cccc(C)c3)no2)c(O)c2ccccc21,-8,2
COc1ccc(-c2nnc(Sc3ccc([N+](=O)[O-])cn3)n2-c2ccccc2)cc1OC,10,-6
COc1ccc(OCC(O)CNC(=O)C2CCC2)cc1 (centres undefined),x,-2
CCOC(=O)CCCCOc1ccc2oc3ccccc3c(=O)c2c1,x,6
CN(C)c1ncncc1N1CCC(C(=O)NC2CCCC2)CC1,0,-2
CS(=O)(=O)c1ccc(Cl)c(S(C)(=O)=O)c1,-4,-2
Cc1cc(C)n2nc(SCC(=O)Nc3ccc(C)c(Cl)c3)nc2n1,51*,-9
Cc1cccc(-c2nc(C3CCN(C(=O)c4cccc(Cl)c4)CC3)no2)c1,16,-1
Cc1ccc(NS(=O)(=O)c2cc3c(s2)CCN(C(=O)C2CCC2)C3)cc1Cl,14,1
Cc1ccc(Cn2cc(CN3CC(N(C)C)CS3(=O)=O)nn2)cc1 (centres undefined),-12,-10
Cc1cc(C)cc(NC(=O)CSc2oc(-c3ccco3)nc2S(=O)(=O)c2ccccc2)c1,13,0
CC(C)(C)c1cc(C2C(C#N)=C(N)OC3=C2C(=O)c2ccccc2C3=O)cc(C(C)(C)C)c1O (centres undefined),11,-4
O=C1NC(=O)/C(=C/c2ccc3cccnc3c2)S1,-8,x
Cc1ccc2c(c1)NC(=O)c1cc(NS(=O)(=O)CCN3C(=O)CCCC3=O)ccc1O2,2,-60
Cc1ccccc1C(=O)Nc1ccccc1NC(=O)Nc1ccccc1C(F)(F)F,-9,-2
CCOc1cccc2cc(-c3cc(=O)oc4cc(OC(=O)N(C)C)ccc34)c(=O)oc12,-8,-7
COc1ccc(OC)c(/C=C2/N=C(c3cncc(Br)c3)OC2=O)c1,7,0
Cc1ccc(OC(C)(C)C(=O)Nc2ccc(Sc3cc(Cl)ccc3Cl)nc2)c2c1CCC2,x,-18
O=C(NCC1COc2ccccc2O1)Nc1cccc(C(F)(F)F)c1 (centres undefined),-31,-4
Cn1nc(C(=O)NC2CC(O)C(CO)C2)ccc1=O (centres undefined),0,-2
CCOc1ccc(N2CC(C(=O)Nc3ccc(C)c(C)c3)CC2=O)cc1 (centres undefined),-1,-4

The listing continues.
smiles,mHTT CaM bind,Pf apPOL inh
COc1ccc(NC(=O)NC2(C(F)(F)F)Oc3ccccc3O2)c(OC)c1,6,2
CC(C)OCCCNc1nc(-c2ccc(Cl)cc2)nc2ccccc12,-28,-8
COc1ccccc1/C=C/C=C1\N=C(c2ccc(Cl)c([N+](=O)[O-])c2)OC1=O,15,5
Cc1ccc(S(=O)(=O)NNC(=O)c2cc(C)cs2)cc1,x,2
CCOc1ccccc1N1CCN(S(=O)(=O)c2ccccc2)C(C)C1=O (centres undefined),1,-4
Cc1cc(NCc2ccncc2)ccc1Br,0&0,2&-5
Cc1ccc(C(=O)N2c3ccc(F)cc3CCC2C)o1 (centres undefined),2,3
Cc1cccn2c(=O)c3cc(C(=O)NCc4ccccc4)c(=N)n(Cc4ccco4)c3nc12,38,12
CCOC(=O)c1oc2cc(OCC)ccc2c(=O)c1-c1ccc(Br)cc1,-3,-1
COc1ccc(C(=O)N2CCN(Cc3ccc4c(c3)OCO4)CC2)cc1,8,3
O=C1C2C3C=CC(CC3)C2C(=O)N1c1cc([N+](=O)[O-])ccc1Cl (centres undefined),8,5
CC(C)C(=O)NC(c1ccc(Cl)cc1Cl)c1ccc2cccnc2c1O (centres undefined),96*,-66
COc1cc(OC)c(OC)cc1CN1CCc2nc(Nc3ccc(F)cc3)ncc2C1,70*,-4
O=C(NCCCn1cccn1)C1CN(S(=O)(=O)c2ccccc2)CC12CCCCC2 (centres undefined),4,-3
CCOC(=O)N1CCc2nn(CC(=O)Nc3ccc(C)cc3)c(=O)cc2C1,-4,-7

Some of the compounds tested; the hit share may differ from the screen's.
